C diff HTS = C. difficile growth inhibition; AID 1259249; growth activity, negative = inhibition, % at 16 µg/mL (by protocol); Clostridium difficile clinical isolate growth, OD600, 24 h; active compounds read low; 86,000 compounds, 0.25% hits;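 active = mean growth activity at or below -80% and every replicate also at or below -80%; inconclusive = mean at or below -80% but some replicate above -80%; inactive = mean growth activity above -80%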;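 also: 0% = DMSO wells and -100% = levofloxacin 16 µg/mL wells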
KDM4C inh = inhibitors of human demethylase GASC-1 KDM4C; Q9H3R0; 96,000 compounds, 0.15% hits; GST-KDM4C 2-372, H3K9me3 peptide, LANCE TR-FRET; inhibition, % at 12.5 µM; AID 720574;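 active = mean replicate inhibition above about 25%, with at least 55% of replicates also reaching it, limit read from the data, passing the limit was not always enough; inconclusive = only one of those two conditions met; inactive = neither condition met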
Target sequence (Q9H3R0 2-372 limits assumed): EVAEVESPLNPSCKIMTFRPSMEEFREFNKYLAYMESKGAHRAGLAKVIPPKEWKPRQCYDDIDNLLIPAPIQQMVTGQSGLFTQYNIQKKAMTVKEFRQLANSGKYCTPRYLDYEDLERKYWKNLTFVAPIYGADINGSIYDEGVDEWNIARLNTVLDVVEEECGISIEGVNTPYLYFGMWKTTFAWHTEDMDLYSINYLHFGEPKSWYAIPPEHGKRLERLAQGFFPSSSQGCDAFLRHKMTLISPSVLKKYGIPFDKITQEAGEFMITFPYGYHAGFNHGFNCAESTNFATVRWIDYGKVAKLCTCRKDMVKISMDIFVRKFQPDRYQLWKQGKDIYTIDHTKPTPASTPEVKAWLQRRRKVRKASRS
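material = GST-tagged GASC-1 (JMJD2C) catalytic fragment, aa 2-372 | amount = enzyme final amount 10 nM | medium = HEPES buffer, pH 7.5, plus ascorbate | also added = H3K9me3 peptide substrate, Fe(II), 2-oxoglutarate | dosing = single dose | times = 30 min demethylation and 1 h detection at room temperature | detection = LANCE TR-FRET | read-out basis = Fall in 671/618 emission ratio as inhibition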
Tcruzi prolif = T. cruzi proliferation inhibition; T. cruzi beta-gal in NIH3T3, GalScreen luminescence, 90 h; inhibition, % at 8.34 µM; 77,000 compounds, 5.9% hits;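 active = mean inhibition above about 93%, with at least 55% of replicates each passing it, limit read from the data, passing the limit was not always enough; inconclusive = only one of those two conditions holds; inactive = neither condition holds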
Pf Dd2 inh = inhibitors of Plasmodium falciparum Dd2 growth | activity change, % at 10 µM | 94,000 compounds, 2.3% hits | P. falciparum Dd2 growth, SYBR Green, 72 h; active compounds read low; in the data active = activity change below about -80%; inconclusive = no clear call, values can overlap the other calls
* = called active by the depositor; ? = inconclusive; . = no result given; & = joins results of further samples.

Sequence of screens: KDM4C inh	C diff HTS	Tcruzi prolif	Pf Dd2 inh
- C[C@@H]1CN([C@@H](C)CO)C(=O)c2c(c3ccccc3n2C)-c2ccccc2CO[C@H]1CN(C)C(=O)Nc1ccc2c(c1)OCO2
→ 0.9	-1	105*	-82*
- COc1ccc(S(=O)(=O)N(C)C[C@@H]2Oc3c(NC(=O)Nc4ccc5c(c4)OCO5)cccc3C(=O)N([C@H](C)CO)C[C@H]2C)cc1
→ 0.0	-8	-1	-37
- CN(C)CC(=O)Nc1ccc2c(c1)[C@H]1C[C@@H](CC(=O)NCc3ccc(-c4ccccc4)cc3)O[C@H](CO)[C@H]1O2
→ -0.5	5	12	-29
- CNC[C@H]1Oc2cc(C#Cc3ccccc3F)ccc2S(=O)(=O)N([C@H](C)CO)C[C@@H]1C
→ -0.4	11	.	2
- CC(C)c1cn(CC[C@@H]2CC[C@@H](NS(=O)(=O)Cc3ccccc3)[C@@H](CO)O2)nn1
→ 2.0	.	-21	11
- C[C@H](CO)N1C[C@H](C)[C@@H](CN(C)Cc2ccncc2)Oc2ccc(NS(=O)(=O)c3cccs3)cc2C1=O
→ .	1	-60	14
- C[C@H]1CN([C@@H](C)CO)C(=O)Cc2cc(NC(=O)CCCCCC(=O)Nc3ccccc3N)ccc2O[C@@H]1CN(C)S(=O)(=O)c1ccc(F)cc1
→ 1.8	-7	7	-51
- Fc1cccc(CN2[C@@H]3CNC[C@H]2C3c2ccc(-c3ccncc3)cc2)c1 (stereo partly specified)
→ -0.1&1.1	-7&12	.	-9&12
- C[C@H](CO)N1C[C@H](C)[C@H](CN(C)S(=O)(=O)c2cccs2)Oc2ncc(C#Cc3ccc(C(F)(F)F)cc3)cc2C1=O
→ -3.1	.	9	50
- C[C@H]1CN([C@@H](C)CO)C(=O)c2cc(NC(=O)Nc3cccc4ccccc34)ccc2O[C@@H]1CN(C)S(C)(=O)=O
→ -0.5	-7	.	-6
- C[C@@H]1CCCCO[C@H](CN(C)C(=O)CCC(F)(F)F)[C@H](C)CN([C@@H](C)CO)C(=O)c2cc(N(C)C)ccc2O1
→ 0.1	-3	67	.
- C[C@@H]1CN([C@H](C)CO)C(=O)c2cccc(N(C)C)c2O[C@@H]1CN(C)C(=O)NC1CCCCC1
→ 0.7	0	25	7
- C[C@H]1CN([C@@H](C)CO)C(=O)Cc2cc(NC(=O)C3CC3)ccc2O[C@H]1CN(C)S(=O)(=O)c1cn(C)cn1
→ 3.5	0	-5	9
- C[C@H]1CN([C@@H](C)CO)C(=O)c2cc(C#CCC3CCCC3)cnc2O[C@@H]1CN(C)C(=O)CN(C)C
→ 2.6	0	.	-56
- C[C@H]1CN([C@@H](C)CO)C(=O)CCCn2nncc2CO[C@@H]1CN(C)S(=O)(=O)c1ccc(C#N)cc1
→ 0.5	-2	.	22
- C[C@@H]1CN([C@H](C)CO)C(=O)c2cc(C#CC3(O)CCCC3)cnc2O[C@@H]1CN(C)C(=O)Cc1ccncc1
→ -0.1	-4	-25	12
- CN1C(=O)c2cc(NC(=O)Cc3cccs3)ccc2OC[C@@H]2O[C@H](CC(=O)NCc3ccc(-c4ccccc4)cc3)CC[C@@H]21
→ .	19	92	-36
- COc1ccc(NC(=O)N(C)C[C@H]2Oc3ccc(NC(=O)Cc4ccccc4)cc3C(=O)N([C@H](C)CO)C[C@@H]2C)cc1
→ -1.1	-2	46	-8
- CCNC(=O)C[C@H]1CC[C@H](NC(=O)C2CCC2)[C@H](CO)O1
→ -0.8	-2	.	.
- CCNC(=O)[C@@H]1[C@@H](CO)[C@@H]2Cn3c(ccc(-c4ccccc4)c3=O)[C@@H]2N1C(=O)C1CC1
→ 0.3	1	60	3
- Cc1noc(C)c1S(=O)(=O)Nc1ccc2c(c1)CC(=O)N([C@H](C)CO)C[C@@H](C)[C@H](CN(C)Cc1ccc3c(c1)OCO3)O2
→ 14	-3	33	14
- C[C@H](CO)N1C[C@H](C)[C@@H](CN(C)C(=O)NC2CCCCC2)Oc2ncc(Br)cc2C1=O
→ -0.1	6	23	-9
- CN(C)CC#Cc1ccc([C@H]2[C@H]3CN(C(=O)Cc4ccccc4)CC(=O)N3[C@H]2CO)cc1
→ 3.5	-5	.	11
- CCC(=O)N1CCCCN2[C@H](CO)[C@@H](c3ccc(C#CCOC)cc3)[C@@H]2C1
→ 0.7	-6	100*	0
- CNC(=O)C[C@H]1CC[C@@H]2[C@@H](COc3ccc(NC(=O)Nc4cccc(F)c4)cc3C(=O)N2C)O1
→ 3.8	.	27	1
- O=C(c1ccccc1F)N1CC(=O)N2[C@H](CO)[C@@H](c3ccc(C#Cc4ccccc4)cc3)[C@@H]2C1
→ -2.5	-6	.	-64
- CN1C(=O)c2cc(NC(=O)c3ccccc3)ccc2OC[C@H]2O[C@@H](CC(=O)O)CC[C@@H]21
→ -0.2	-1	-3	3
- CC(C)C(=O)Nc1ccc2c(c1)C(=O)N(C)[C@H]1CC[C@@H](CC(=O)N[C@H](C)c3ccccc3)O[C@@H]1CO2
→ -1.6	-7	-34	-15
- CC(C)NC(=O)N(C)C[C@@H]1Oc2ncc(C#Cc3ccncc3)cc2C(=O)N([C@H](C)CO)C[C@H]1C
→ -0.5	1	2	-7
- C[C@@H]1CN([C@@H](C)CO)C(=O)c2cc(NC(=O)Cc3ccccc3)ccc2O[C@@H](C)CCCCO[C@H]1CN(C)Cc1ccccc1
→ 0.5	1	.	-5
- CCCN(C)C[C@@H]1OCCCC[C@@H](C)Oc2ccc(NC(=O)Nc3ccc4c(c3)OCO4)cc2C(=O)N([C@H](C)CO)C[C@H]1C
→ -2.6	5	69	?
- O=C(C[C@H]1CC[C@@H](NC(=O)Nc2ccc(F)cc2)[C@@H](CO)O1)NCCN1CCCC1
→ 1.9	0	0	-30
- CO[C@@H]1CC[C@H]2CCOc3c(C#N)cccc3C(=O)N(C)C[C@@H](c3ccccc3)CC(=O)N(C)C[C@@H]1O2
→ 0.6	.	-29	5
- COc1ccc(NC(=O)N(C)C[C@@H]2Oc3ccc(NC(=O)Nc4ccc5c(c4)OCO5)cc3C(=O)N([C@@H](C)CO)C[C@H]2C)cc1
→ -0.9	.	3	0
- CCCNC(=O)N(C)C[C@@H]1Oc2ncc(-c3cccc(C#N)c3)cc2C(=O)N([C@H](C)CO)C[C@H]1C
→ -2.2	4	.	17
- C[C@@H]1CN([C@H](C)CO)C(=O)c2cc(C3=CCCCC3)cnc2O[C@@H]1CN(C)C(=O)Nc1ccccc1
→ 3.6	-3	-23	.
- Cc1noc(C)c1S(=O)(=O)Nc1ccc2c(c1)C(=O)N([C@@H](C)CO)C[C@H](C)[C@@H](CN(C)C)O2
→ 0.5	2	-12	20
- C[C@@H]1CCCCO[C@@H](CN(C)S(=O)(=O)c2cn(C)cn2)[C@H](C)CN([C@H](C)CO)C(=O)c2cc(NC(=O)Nc3cccc4ccccc34)ccc2O1
→ -3.5	11	63	-52
- C[C@@H]1CN([C@H](C)CO)C(=O)c2cccc(NC(=O)Nc3cccc4ccccc34)c2O[C@@H]1CN(C)Cc1ccc(-c2ccccc2)cc1
→ -3.8	.	29	15
- O=C(C[C@H]1CC[C@H]2[C@@H](COC[C@@H](O)CN2C(=O)c2cnccn2)O1)NCc1ccc(Oc2ccccc2)cc1
→ -0.8	-3&-10	.	-26
- CN(C)C(=O)c1cccc(-c2ccc3c(c2)[C@@H]2[C@@H](CCN2C(=O)Cc2ccccc2)[C@H](CO)N3)c1
→ -0.7	2	95	-14
- CO[C@@H]1CN(C)C(=O)c2cc(NS(C)(=O)=O)ccc2OC[C@@H](C)N(C(=O)C2CCCCC2)C[C@@H]1C
→ 1.0	.	62	.
- C[C@H]1CN([C@@H](C)CO)C(=O)c2cc(NC(=O)Nc3cccc4ccccc34)ccc2O[C@@H]1CN(C)C(=O)NC1CCCCC1
→ -2.9	-2	25	-9
- C[C@@H]1CCCCO[C@H](CN(C)S(=O)(=O)c2ccc(Cl)cc2)[C@@H](C)CN([C@@H](C)CO)C(=O)c2cc(NC(=O)Nc3ccccc3)ccc2O1
→ -1.1	.	92	-74
- COc1ccc(NC(=O)Nc2ccc3c(c2)C(=O)N([C@@H](C)CO)C[C@@H](C)[C@H](CN(C)C(=O)c2ccccc2)OCCCC[C@@H](C)O3)cc1
→ -0.4	8	14	-33
- CCCC#Cc1ccc([C@H]2[C@@H](CO)N(C(C)=O)[C@H]2CNC(=O)C2CC2)cc1
→ -1.7	-9	.	-16
- C[C@H](CO)N1C[C@H](C)[C@@H](CN(C)C(=O)CCCN(C)C)OCCCC[C@H](C)Oc2ccc(NS(=O)(=O)c3ccccc3)cc2C1=O
→ 0.6	4	57	43
- C[C@H](CO)N1C[C@H](C)[C@@H](CN(C)C(=O)Nc2ccc(C(F)(F)F)cc2)Oc2ccc(NS(=O)(=O)c3ccc(Cl)cc3)cc2C1=O
→ -0.7	.	29	-20
- C[C@H](CO)N1C[C@H](C)[C@H](CN(C)C(=O)Nc2ccc(F)cc2)Oc2ccc(NC(=O)NC3CCCCC3)cc2C1=O
→ 18	-3	26	-5
- C[C@@H]1CCCCO[C@H](CN(C)C(=O)Cc2ccccc2)[C@@H](C)CN([C@@H](C)CO)C(=O)c2cc(NS(=O)(=O)c3ccc(Cl)cc3)ccc2O1
→ -0.6	5	86	-71
- COCC(=O)N1CC(=O)N2[C@@H](CO)[C@@H](c3ccc(-c4cccnc4)cc3)[C@@H]2C1
→ -1.1	0	.	18
- O=C(Nc1cccc(Cl)c1)N[C@H]1CC[C@@H](CCNC(=O)C2CC2)O[C@@H]1CO
→ -4.0	-1	.	9
- C[C@@H]1CN([C@H](C)CO)C(=O)c2cc(NS(=O)(=O)c3ccc(Cl)cc3)ccc2O[C@@H](C)CCCCO[C@@H]1CN(C)Cc1ccc(C(=O)O)cc1
→ 0.0	-7	16	-38
- CCS(=O)(=O)N1CCC2(CC1)CN(S(=O)(=O)c1cccc(OC)c1)[C@@H](CO)c1[nH]c3cc(OC)ccc3c12
→ -0.4	3	.	?
- CC(=O)N(C)C[C@@H]1Oc2ncc(-c3cccnc3)cc2C(=O)N([C@H](C)CO)C[C@H]1C
→ -0.9	3	25	54
- COc1ccc(S(=O)(=O)Nc2ccc3c(c2)C(=O)N([C@H](C)CO)C[C@H](C)[C@H](CN(C)Cc2ccc(C(=O)O)cc2)OCCCC[C@@H](C)O3)cc1
→ 0.0	-15	17	-15
- CC=Cc1ccc2n(c1=O)C[C@H]1[C@H](CO)[C@@H](C(=O)Nc3ccc(-c4ccccc4)cc3)[C@@H]2N1C (mixture of isomers)
→ -0.5	5	26	-24
- CCS(=O)(=O)NCC[C@@H]1CC[C@@H](NC(=O)C2CCCC2)[C@@H](CO)O1
→ 0.9	-3	.	-21
- COCCNC(=O)C[C@@H]1CC[C@@H]2[C@H](COC[C@@H](O)CN2S(=O)(=O)c2ccccc2C)O1
→ -0.6	.	23	-3
- C[C@@H]1CN([C@H](C)CO)S(=O)(=O)c2ccc(C#Cc3cccc(F)c3)cc2O[C@@H]1CN(C)CC1CC1
→ -4.2	5	.	-40

Shown as labelled records: part of the list above.
mol: C[C@@H]1CN([C@H](C)CO)C(=O)c2cc(NS(=O)(=O)c3ccc(Cl)cc3)ccc2O[C@@H](C)CCCCO[C@@H]1CN(C)Cc1ccc(C(=O)O)cc1
  KDM4C inh: 0.0	C diff HTS: -7	Tcruzi prolif: 16	Pf Dd2 inh: -38

mol: CCS(=O)(=O)N1CCC2(CC1)CN(S(=O)(=O)c1cccc(OC)c1)[C@@H](CO)c1[nH]c3cc(OC)ccc3c12
  KDM4C inh: -0.4	C diff HTS: 3	Tcruzi prolif: .	Pf Dd2 inh: ?

(more compounds)
Sequence of screens: KDM4C inh	C diff HTS	Tcruzi prolif	Pf Dd2 inh
- C[C@H](CO)N1C[C@H](C)[C@H](CN(C)C(=O)Nc2ccccc2)Oc2ccc(NS(=O)(=O)c3ccc(F)cc3)cc2CC1=O
→ -1.2	2	-5	31
- COc1ccc(NC(=O)N(C)C[C@H]2OCCCC[C@@H](C)Oc3ccc(NC(=O)Nc4cccc5ccccc45)cc3C(=O)N([C@@H](C)CO)C[C@H]2C)cc1
→ -1.4	-1	66	-76
- COc1cccc(C(=O)Nc2ccc3c(c2)C(=O)N(C)C[C@H](OC)[C@H](C)CN(C(=O)C2CCCC2)[C@@H](C)CO3)c1
→ -0.7	.	57	.
- CCCNC(=O)C[C@@H]1CC[C@H]2[C@@H](COc3ccc(NS(=O)(=O)CC)cc3C(=O)N2C)O1
→ -0.6	-1	7	-2
- COc1ccccc1NC(=O)Nc1ccc2c(c1)C(=O)N(C)C[C@@H](OC)[C@@H](C)CN[C@H](C)CO2
→ 0.2	-3	-34	30
- COc1ccccc1NC(=O)N[C@@H]1CC[C@@H](CC(=O)N[C@@H](C)c2ccccc2)O[C@H]1CO
→ 0.6	.	-45	23
